# Source: PubChem BioAssay
# AGP1 TOR yeast: alters AGP1-GFP fluorescence in TOR pathway yeast screen | S. cerevisiae AGP1-GFP multiplex flow cytometry, 3 h; GFP as percent of DMSO wells | GFP response vs DMSO, % at 10 µM | 320,000 tested, 0.02% active;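 active = GFP response relative to DMSO above a set limit, near screen average plus 3 SD, cut at about 150% in these data; inconclusive = fewer than 70 cells counted for the yeast strain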;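 also: median GFP channel fluorescence of the gated AGP1 strain per well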
# MEP2-GFP yeast: yeast TOR pathway MEP2-GFP modulation; AID 2016; GFP response vs DMSO, % at 10 µM; S. cerevisiae MEP2-GFP strain, flow cytometry GFP, 3 h; 100% = DMSO control level; 330,000 tested, 0.51% active;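 active = GFP response versus DMSO above a set limit, roughly screen mean plus 3 SD, cut at about 180% in these data; inconclusive = fewer than 70 cells counted for a yeast strain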;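 also: median GFP fluorescence of the barcode-gated MEP2-GFP cells per well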
# procasp7 counter: counter-screen: procaspase-7 (human) activation; 330,000 tested, 0.093% active; recombinant procaspase-7, Ac-DEVD-pNA absorbance 405 nm; D23A/D198A/D206A triple mutant, cannot self-cleave; scale: DMSO 0, 5 µM enzyme 100; P55210; activation, % at 8.5 µM; AID 463210;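 active = percent activation above the screen-wide mean plus 3 SD, cut at about 25% in these data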
# Target sequence (P55210 whole entry D23A/D198A/D206A): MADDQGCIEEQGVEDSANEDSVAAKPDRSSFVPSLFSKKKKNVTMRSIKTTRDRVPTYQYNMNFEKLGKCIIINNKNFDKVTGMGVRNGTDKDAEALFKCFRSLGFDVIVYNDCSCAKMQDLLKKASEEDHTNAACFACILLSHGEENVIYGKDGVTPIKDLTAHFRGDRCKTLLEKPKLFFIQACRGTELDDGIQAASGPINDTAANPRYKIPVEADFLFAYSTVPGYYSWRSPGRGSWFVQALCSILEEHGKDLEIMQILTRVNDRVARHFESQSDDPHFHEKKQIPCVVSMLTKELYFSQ
#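 System: Uncleavable procaspase-7 mutant enzyme; Amount: 2 µM procaspase-7 mutant as dispensed; Schedule: 1 h compound preincubation, 2 h substrate cleavage, 25 °C; Measured by: 405 nm absorbance of p-nitroaniline; Evaluation: percent activation from buffer-corrected 0–120 min absorbance change; Control set: low DMSO alone, high DMSO plus 5 µM PC-7.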
# RPL19A-GFP yeast: yeast TOR pathway RPL19A-GFP modulation; S. cerevisiae RPL19A-GFP strain, flow cytometry, 3 h; hits give low values; 330,000 tested, 0.3% active; AID 2025; percent response vs DMSO, % at 10 µM;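 active = percent response vs DMSO below 50%; inconclusive = fewer than 70 events counted for the yeast strain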;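 also: median channel GFP fluorescence of the barcoded RPL19A-GFP strain; ratio of sample median GFP to plate DMSO average so 100% = DMSO; lower means less RPL19A-GFP as with rapamycin TOR inhibition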
# proCasp3 act: activators of human procaspase-3; recombinant procaspase-3 D3A, Ac-DEVD-pNA absorbance 405 nm; 330,000 tested, 0.11% active; activation, % at 8.5 µM; P42574;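 active = activation above the mean of all tested compounds plus 3 SD, cut at about 21% in these data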;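 also: 0% = DMSO alone and 100% = DMSO wells spiked with extra 5 µM PC-3 D3A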
# Target sequence (P42574 whole entry D9A/D28A/D175A): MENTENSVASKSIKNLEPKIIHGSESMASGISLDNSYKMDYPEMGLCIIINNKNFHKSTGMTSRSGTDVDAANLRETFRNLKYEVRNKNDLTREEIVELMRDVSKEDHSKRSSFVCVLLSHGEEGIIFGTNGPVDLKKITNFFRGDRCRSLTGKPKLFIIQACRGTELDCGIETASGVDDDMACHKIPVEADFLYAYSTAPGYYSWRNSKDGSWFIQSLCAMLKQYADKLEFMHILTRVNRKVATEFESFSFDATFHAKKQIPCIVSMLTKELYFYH
#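 Test system: Procaspase-3 D3A mutant; medium: Zinc-free HEPES/NaCl buffer with 0.01% Triton X-100 at pH 7.4; reagent: DEVD-pNA substrate; doses: one concentration, 8.5 µM nominal, 0.8% DMSO; times: 1 h preincubation plus 2 h reaction at 25 °C; signal: Epi-absorbance at 405 nm of released p-nitroaniline, 0 and 120 min; replicates: singlicate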
# LAP4-GFP MLPCN: yeast TOR pathway LAP4-GFP modulation; GFP response vs DMSO, % at 10 µM; S. cerevisiae LAP4-GFP multiplex, flow cytometry GFP, 3 h; median GFP as percent of DMSO wells; AID 2023; 320,000 tested, 0.34% active;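 active = GFP response vs DMSO above a set limit, about the screen mean plus 3 SD, cut at about 150% in these data; inconclusive = under 70 cell events counted for the yeast strain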
# CIT2 TOR yeast: modulators of TOR pathway CIT2-GFP in S. cerevisiae. S. cerevisiae CIT2-GFP strain, flow cytometry, 3 h; 100 means same as DMSO wells. GFP response vs DMSO, % at 10 µM. 320,000 tested, 0.065% active;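 active = GFP response relative to DMSO above a set limit, near the screen mean plus 3 SD, cut at about 150% in these data; inconclusive = Fewer than 70 cells measured for a yeast strain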;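 also: ratio of well median GFP fluorescence to mean of DMSO wells on the plate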
# AHR act: activates the human aryl hydrocarbon receptor | P35869 | AHR-responsive luciferase reporter cells, luminescence | 320,000 tested, 2.5% active | activation, % at 5 µM | AID 2796; in the data active = activation above about 47%;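 also: 0% = vehicle wells and 100% = reference agonist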
# Starred values were filed as active, the others as inactive; ? = inconclusive; / = not tested or not shown; + = active, no number; [ ] = dose if it differs, or a comment.
Compound	AGP1 TOR yeast	MEP2-GFP yeast	procasp7 counter	RPL19A-GFP yeast	proCasp3 act	LAP4-GFP MLPCN	CIT2 TOR yeast	AHR act
COc1ccccc1NC(=O)c1ccccc1NC(=O)c1ccccc1C(=O)O	103	110	-14	107	-5	99	108	9
Cc1cccc2sc(NC(=O)c3ccc(Cl)s3)nc12	96	96	2	95	0	88	96	48*
O=C(CCCCCn1c(=S)[nH]c2ccc(N3CCOCC3)cc2c1=O)NCc1cccc(Cl)c1	111	104	0	106	-3	104	109	9
Cc1ccccc1NC(=O)c1c([N+](=O)[O-])c(C(C)(C)C)nn1C	103	100	7	103	6	94	96	-5
COC(=O)Cn1cnc2scc(-c3ccc(C)cc3)c2c1=O	105	102	-2	103	2	95	106	1
COc1ccc(N2C(=O)CC(c3cc(OC)c(OC)c(OC)c3)CC2=O)cc1	102	93	6	93	9	106	94	0
CC(C)(C)c1ccc(C(=O)CCCSC2=C(C#N)C(c3ccco3)C3=C(CCCC3=O)N2)cc1 (stereo unspecified)	102	94	-1	99	-7	102	91	0
O=C(Cc1ccc(S(=O)(=O)N2CCCCC2)cc1)NCc1ccc(Cl)cc1	102	97	6	100	1	93	102	-1

# Filtered by structure: those above containing a Cl atom
Compound	AGP1 TOR yeast	MEP2-GFP yeast	procasp7 counter	RPL19A-GFP yeast	proCasp3 act	LAP4-GFP MLPCN	CIT2 TOR yeast	AHR act
Cc1cccc2sc(NC(=O)c3ccc(Cl)s3)nc12	96	96	2	95	0	88	96	48*
O=C(CCCCCn1c(=S)[nH]c2ccc(N3CCOCC3)cc2c1=O)NCc1cccc(Cl)c1	111	104	0	106	-3	104	109	9
O=C(Cc1ccc(S(=O)(=O)N2CCCCC2)cc1)NCc1ccc(Cl)cc1	102	97	6	100	1	93	102	-1

# Next compounds follow:
Compound	AGP1 TOR yeast	MEP2-GFP yeast	procasp7 counter	RPL19A-GFP yeast	proCasp3 act	LAP4-GFP MLPCN	CIT2 TOR yeast	AHR act
O=C(NC1CCCCC1)N1CCN(Cc2ccco2)CC1	97	100	-12	107	1	88	98	-1
COc1ccccc1-c1n[nH]c(=S)n1Cc1ccccc1	91	98	-15	93	-15	93	94	10
COc1ccccc1CNC(=O)C1CCN(S(=O)(=O)c2c(C)noc2C)CC1	95	91	-1	94	-6	93	94	0
O=C(N/N=C/c1cccnc1)C1CC1(c1ccccc1)c1ccccc1 (stereo unspecified)	102	98	16	93	1	106	106	7
Cc1c(/C=N/NC(=O)c2ccc3c(c2)OCO3)cnn1C	102	111	-2	100	7	103	108	0
CN(C)c1ccc(/C=N/NC(=O)COc2ccccc2)cc1	94	108	4	103	7	96	97	6
COc1ccc(C2CC(c3cccs3)=NN2c2ccc(F)cc2)cc1OC (stereo unspecified)	19[may fluoresce violet]	114[may fluoresce violet]	-16	90[may fluoresce violet]	-19	103[may fluoresce violet]	?	2
CCOCC(=O)Nc1nc2ccc(OCC)cc2s1	88	84	6	89	5	89	95	1
COC(=O)CSc1nc(N)c(NC(=O)c2ccc(OC)c(OC)c2)c(=O)[nH]1	91	91	15	88	12	94	86	0
CC(C)C[C@H](NC(=O)C1CC(=O)N(c2ccc3c(c2)OCO3)C1)C(=O)NC1CCCC1 (stereo partly specified)	97	95	2	97	4	93	105	3
O=C1COc2ccc(S(=O)(=O)N3CCN(c4cccc(Cl)c4)CC3)cc2N1	100	116	4	100	2	101	106	2
COc1cccc(C(=O)C[n+]2cccc3cc(OC)ccc32)c1	130	123	4	115	5	126	122	24
COc1ccc2nc(NC(=O)c3ccc([N+](=O)[O-])o3)sc2c1	42	134	5	97	-6	105	72	52*
O=C(Nc1cccc2ccccc12)NC(Cc1ccccc1)C(=O)O (stereo unspecified)	100	117	0	105	1	99	104	1
CCOC(=O)Cn1nc(C)c(NC(=O)c2ccc(Br)o2)c1C	97	105	3	100	-2	99	102	3
Cn1cnnc1SCC(=O)Nc1nc(-c2ccccc2)cs1	91	104	8	86	-4	84	/	12

# Six entries from above, arranged by molecular weight, rising.
Compound	AGP1 TOR yeast	MEP2-GFP yeast	procasp7 counter	RPL19A-GFP yeast	proCasp3 act	LAP4-GFP MLPCN	CIT2 TOR yeast	AHR act
CCOCC(=O)Nc1nc2ccc(OCC)cc2s1	88	84	6	89	5	89	95	1
COc1ccc2nc(NC(=O)c3ccc([N+](=O)[O-])o3)sc2c1	42	134	5	97	-6	105	72	52*
Cn1cnnc1SCC(=O)Nc1nc(-c2ccccc2)cs1	91	104	8	86	-4	84	/	12
CCOC(=O)Cn1nc(C)c(NC(=O)c2ccc(Br)o2)c1C	97	105	3	100	-2	99	102	3
COC(=O)CSc1nc(N)c(NC(=O)c2ccc(OC)c(OC)c2)c(=O)[nH]1	91	91	15	88	12	94	86	0
O=C1COc2ccc(S(=O)(=O)N3CCN(c4cccc(Cl)c4)CC3)cc2N1	100	116	4	100	2	101	106	2

# More entries follow.
canonical_smiles	AGP1 TOR yeast	MEP2-GFP yeast	procasp7 counter	RPL19A-GFP yeast	proCasp3 act	LAP4-GFP MLPCN	CIT2 TOR yeast	AHR act
CN(NC1OC(=O)c2ccccc21)c1ncc(C(F)(F)F)cc1Cl (stereo unspecified)	114	100	0	105	10	112	103	-2
CCCSc1ccccc1C(=O)N1CCN(C(=O)c2ccco2)CC1	93	110	4	119	4	70	118	0
COc1ccc(CC(=O)NNC(=O)COc2ccc(F)cc2)cc1S(=O)(=O)N1CCOCC1	98	104	0	100	3	98	103	3
Cc1ccccc1NC(=O)NCCCN1CCN(C2CCCCC2)CC1	108	96	6	105	6	101	104	4
COc1ccc(NC(=O)c2ccc3c(c2)OCO3)cc1Cl	100	107	-7	99	3	106	99	-2
Cc1cc(C)c(S(=O)(=O)N2CCCC(C(=O)NCCC3=CCCCC3)C2)c(C)c1 (stereo unspecified)	103	100	-9	102	2	104	114	2
CC(C)NC(=O)c1nn(C)c2ccccc12	98	99	3	100	11	89	101	-1
O=C(c1cc(F)ccc1F)C1CCCN(C(=O)c2ccc(F)cc2Cl)C1 (stereo unspecified)	100	95	-1	98	-6	101	95	0
COc1ccc(C(=O)NNC(=O)c2cc(C)[nH]n2)cc1	103	109	10	108	1	102	107	1
CC(OC(=O)C1CCN(c2ccc(C(F)(F)F)cn2)CC1)C(=O)c1ccccc1 (stereo unspecified)	101	100	-6	101	-8	120	77	2
Cc1cccc(Nc2nc3c(S(=O)(=O)c4ccccc4)nnn3c3ccccc23)c1C	224*[may fluoresce green]	+[may fluoresce green]	6	245[may fluoresce green]	6	783*[may fluoresce green]	632*[may fluoresce green]	1
CCc1cc(-c2n[nH]c(=S)n2CC(C)C)cs1	112	119	-22	109	-15	105	114	1
O=C(CSc1nc2ccccc2c(=O)n1CCCC(=O)N1CCCC1)NCc1ccco1	99	98	0	98	-7	101	100	-1
O=C(CNC(=O)C1CCCCC1)OCC(=O)c1ccc(Cl)s1	104	97	2	93	-7	102	93	0
COc1ccccc1C(=O)COC(=O)c1cccs1	90	100	-9	99	-11	102	87	3
CCN(CC)C(=O)CSc1nc(N)c(-c2ccccc2)c(=O)[nH]1	100	98	-3	96	-2	98	96	-2
CCCCCCOc1ccc(/C=N/NC(=O)C2CC2)cc1	90	101	/	109	/	70	95	/
O=C(COC(=O)Cc1ccccc1F)Nc1ccc2c(c1)OCCO2	98	104	5	100	5	98	99	-1
Cc1cc(S(=O)(=O)N2CCOCC2)ccc1OCC(=O)NCc1ccccn1	104	105	-3	107	-6	92	100	-2
O=C(C1CCCCN1S(=O)(=O)c1ccccc1[N+](=O)[O-])N1CCCC1 (stereo unspecified)	98	95	5	96	0	94	109	-1
Cc1ccccc1CC1SC(N=C(N)N)=NC1=O (stereo unspecified)	107	111	-3	105	2	109	105	-1
Cc1ccc(S(=O)(=O)N2CCN(Cc3ccccc3C(F)(F)F)CC2)cc1	99	101	-1	95	-10	97	91	-2
COc1ccc(/C=C(/Sc2nnc(-c3ccc(Cl)cc3)o2)C(=O)O)cc1	94	99	3	103	1	91	100	2
COc1ccc(C2N(c3ccc4c(c3)OCCO4)C(=O)C2(F)F)cc1OC (stereo unspecified)	107	107	5	99	2	108	104	1
CCC(C)OC(=O)C1C(c2ccccc2)C(C(=O)O)C1c1ccccc1 (stereo unspecified)	101	122	11	102	4	105	113	1
COc1ccc(CCNC(=O)CNC(=O)c2ccc(Br)o2)cc1OC	105	95	9	98	2	106	98	1
CCN(CC)CCNc1nc(-c2ccc(OC(F)F)cc2)c(C)s1	79	84	1	87	12	87	96	1
O=[N+]([O-])c1cccc(C(=S)N2CCN(c3ccccc3)CC2)c1	104	105	-12	103	-13	105	100	-3
C#CCSc1nc(Cc2ccc(Cl)cc2)nc2ccccc12	109	106	5	104	-6	93	111	-1
O=S(=O)(Cc1ccccc1)Nc1ccccc1Br	100	98	-7	99	4	94	103	-7
O=C(C1=C[C@H](c2ccc(Br)cc2)C[C@H](OCc2ccc(CO)cc2)O1)N1CCOCC1	91	95	-7	101	9	131	87	4
Cc1ccc(C(=O)NC(=S)NCc2ccco2)cc1	97	110	-10	100	-14	120	98	27
O=C(c1ccc(CS(=O)(=O)c2ccc(Br)cc2)o1)N1CCOCC1	110	100	3	105	-4	103	107	-3
CCN1C(=O)[C@H]2[C@@H](c3ccc(-c4ccc(OC)cc4)c(OC)c3)N[C@@](C)(C(=O)OC)[C@H]2C1=O	87	91	1	95	-2	108	86	0
CCOc1ccc(NC(=S)N2CCC(NC(=O)c3ccccc3)CC2)cc1	89	103	-14	92	-1	86	93	-1
CCOC(=O)NC(NC(=O)OCC)C(=O)c1ccc(F)cc1	102	98	5	98	-1	91	108	-5
CCN(CC)S(=O)(=O)c1cccc(C(=O)OCC(=O)Nc2ccccc2OC(F)F)c1	107	105	-4	102	-10	113	94	-1
Cn1nc(C(=O)N2CCOCC2)c2ccccc2c1=O	102	101	0	100	6	93	101	3
CCN(CC)S(=O)(=O)c1ccc2c(c1)nc(SCC(=O)N(C)C1CCS(=O)(=O)C1)n2CC (stereo unspecified)	107	93	2	96	3	103	109	-2
